High-throughput results from PubChem BioAssay.
GluA2 TARP mod: modulators of GluA2-stargazin AMPA receptor complexes, primary screen, cell-based, membrane potential dye. calls only at 30 µM. 40,000 tested, 3.5% active. Voltage-dependent calcium channel gamma-2 subunit (Mus musculus) + Glutamate receptor 2 …. HEK293 GluA2+stargazin, membrane potential dye (FDSS), glutamate EC50; hits were called plate by plate, in both directions. AID 1259245, 2017;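 active means any of four per-well response measures lying three or more SD from its plate-wide compound average, in either direction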
Target sequence (O88602 whole entry, looked up): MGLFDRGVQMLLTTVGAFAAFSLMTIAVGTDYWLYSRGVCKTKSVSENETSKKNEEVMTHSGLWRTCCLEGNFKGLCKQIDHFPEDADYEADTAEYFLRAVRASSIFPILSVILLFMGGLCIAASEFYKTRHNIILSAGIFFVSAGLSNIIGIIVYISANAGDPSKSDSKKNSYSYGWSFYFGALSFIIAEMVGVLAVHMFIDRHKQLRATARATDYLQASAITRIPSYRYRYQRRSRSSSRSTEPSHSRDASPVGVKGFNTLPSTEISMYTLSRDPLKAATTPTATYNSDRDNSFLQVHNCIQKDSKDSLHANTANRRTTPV
Target sequence (P19491 whole entry, looked up): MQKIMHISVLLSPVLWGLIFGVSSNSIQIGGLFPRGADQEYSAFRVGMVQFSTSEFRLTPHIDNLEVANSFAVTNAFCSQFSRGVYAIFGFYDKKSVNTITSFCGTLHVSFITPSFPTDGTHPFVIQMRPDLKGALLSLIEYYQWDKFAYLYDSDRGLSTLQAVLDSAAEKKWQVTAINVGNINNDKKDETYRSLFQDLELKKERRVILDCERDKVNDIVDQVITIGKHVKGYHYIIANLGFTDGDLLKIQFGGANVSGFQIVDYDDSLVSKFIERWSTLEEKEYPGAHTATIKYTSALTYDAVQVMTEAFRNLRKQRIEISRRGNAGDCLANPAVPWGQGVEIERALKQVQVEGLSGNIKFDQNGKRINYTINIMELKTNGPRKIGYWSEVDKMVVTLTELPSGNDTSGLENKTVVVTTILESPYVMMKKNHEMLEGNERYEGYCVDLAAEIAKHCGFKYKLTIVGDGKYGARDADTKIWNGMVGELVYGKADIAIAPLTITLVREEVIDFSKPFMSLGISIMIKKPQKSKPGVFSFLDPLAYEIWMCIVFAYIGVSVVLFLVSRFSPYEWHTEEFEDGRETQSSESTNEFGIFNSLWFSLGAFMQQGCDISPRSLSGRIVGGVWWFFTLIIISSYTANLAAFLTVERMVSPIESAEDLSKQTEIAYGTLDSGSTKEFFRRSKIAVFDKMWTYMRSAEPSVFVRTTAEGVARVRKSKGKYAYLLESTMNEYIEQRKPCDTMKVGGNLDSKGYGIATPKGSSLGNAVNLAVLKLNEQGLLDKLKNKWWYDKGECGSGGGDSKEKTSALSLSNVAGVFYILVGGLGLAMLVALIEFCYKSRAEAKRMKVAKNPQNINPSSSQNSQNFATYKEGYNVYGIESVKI
GluA2 TARP mod agonism max-min: also measured in GluA2 TARP mod; calls as there; compound max-min signal; compound-alone response (agonism);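 unitless range of fluorescence divided by baseline over first 100 seconds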
GluA2 TARP mod glutamate slope: also measured in GluA2 TARP mod; calls as there; glutamate slope, % of max; measured here: glutamate response slope, % max;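 scaled per plate between vehicle wells and maximal 1 mM glutamate control wells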
An asterisk follows results filed as active; i = inactive; + = active, no number. This is a subset; rates above refer to the full screens.

Each structure is followed by: GluA2 TARP mod | GluA2 TARP mod agonism max-min | GluA2 TARP mod glutamate slope
- CCSc1ccccc1C(=O)N1CCN(c2ncnc3c2nnn3-c2ccc(Cl)cc2)CC1
 : i | 0.15 | 58
- CC(=O)Cn1c(=O)c2c(nc3n(-c4ccc(C)cc4C)c(C)cn23)n(C)c1=O
 : i | 0.041 | 61
- CSc1cccc(NC(=O)NCCNc2cc(-n3nc(C)cc3C)ncn2)c1
 : i | 0.13 | 58
- O=C(NCCN1CCC(c2cccs2)CC1)c1ccc(S(=O)(=O)N2CCCC2)cc1
 : i | 0.086 | 65
- O=C(NCCNc1ccc(Nc2ccncc2)nn1)c1c(F)cccc1F
 : i | 0.27 | 48
- CCc1ccccc1NC(=O)Cc1cc(-c2ccc(F)cc2)on1
 : i | 0.094 | 38
- COc1c(C)cc(S(=O)(=O)NCCn2nc(-c3ccc(Cl)cc3)ccc2=O)c(C)c1C
 : i | 0.047 | 60
- Cn1cccc1C(O)CNC(=O)c1cccc(Cl)c1 (configuration not stated)
 : i | 0.099 | 70
- COc1ccc(CC(=O)Nc2nnc(-c3ccc(Br)s3)o2)cc1
 : i | 0.093 | 44
- Fc1ccc(-c2cc(-c3nc(-c4ccccc4F)no3)[nH]n2)cc1
 : i | 0.075 | 48
- CC(=O)c1ccc(N2CCN(C(=O)Cc3csc(-n4cccc4)n3)CC2)cc1
 : i | 0.08 | 63
- O=C(CSc1ccc(F)cc1)N(Cc1ccccn1)Cc1ccco1
 : i | 0.1 | 51
- CCC(=O)NCCC1=CCCCC1
 : i | 0.032 | 52
- CC(=O)Nc1ccc(S(=O)(=O)N2CCN(c3c(C)cccc3C)CC2)cc1
 : i | 0.084 | 55
- CCOc1ccc(-c2noc(Cn3c(=O)n(-c4ccccc4)c(=O)c4sccc43)n2)cc1OC
 : i | 0.036 | 32
- Cc1cccc(NC(=O)C(=O)NCC(c2cccc3ccccc23)N2CCCC2)c1C (configuration not stated)
 : i | 0.07 | 48
- O=C(c1ccc2c(=O)n(Cc3ccccc3Cl)c(=S)[nH]c2c1)N1CCc2ccccc2C1
 : i | 0.13 | 61
- CNS(=O)(=O)c1ccc(C(=O)Nc2cccc(C(F)(F)F)c2)o1
 : + | 0.16* | 54*
- COC(=O)N1CCN(c2ccc(C)c(C)c2)CC1
 : i | 0.039 | 62
- CCc1ccc(S(=O)(=O)NCCCn2nc(-c3ccc(F)cc3)ccc2=O)cc1
 : i | 0.07 | 72
- Cc1ccc(NCCNC(=O)COc2ccccc2)nn1
 : i | 0.13 | 56
- O=C(Nc1ccc2ncsc2c1)C1COc2ccccc2O1 (configuration not stated)
 : i | 0.039 | 54
- O=C(CCCCn1c(=O)[nH]c2ccccc2c1=O)N1CCN(c2ccc(Cl)cc2)CC1
 : i | 0.099 | 46
- CCOc1ccc(C(=O)Nc2ccc3c(c2)CCC(=O)N3C)cc1OCC
 : i | 0.091 | 58
- CC(=O)c1cccc(NC(=O)Cc2csc(Nc3cccc(Cl)c3)n2)c1
 : i | 0.2 | 63
- Cc1cc(=O)n(CC(=O)Nc2nc3ccccc3[nH]2)cn1
 : i | 0.1 | 59
- Cc1cccc(OCC(=O)N2CCN(c3ncnc4c3nnn4-c3cccc(F)c3)CC2)c1
 : i | 0.072 | 59
- Cc1cc(S(=O)(=O)NCC2(O)CCCC2)ccc1F
 : i | 0.09 | 61
- CC(=O)c1ccc(Nc2nc(N3CCOCC3)nc(N3CCOCC3)n2)cc1
 : i | 0.088 | 45
- COc1cccc(C(CNS(=O)(=O)c2cccs2)N2CCOCC2)c1 (configuration not stated)
 : i | 0.098 | 63
- CCCc1cc(=O)n(CC(=O)NCC2CCCO2)cn1 (configuration not stated)
 : i | 0.081 | 51
- O=C(COc1ccccc1C(=O)O)c1ccc(O)cc1O
 : i | 0.035 | 51
- COCC(=O)N1CCCc2ccc(NC(=O)C3CC(=O)N(c4ccc(F)cc4)C3)cc21 (configuration not stated)
 : i | 0.092 | 64
- CCOC(=O)c1ccc(NC(=O)c2ccc(=O)n(Cc3cccc(C(F)(F)F)c3)c2)cc1
 : i | 0.089 | 44
- CCOC(=O)CC(=O)CSc1ccnc2c1c(=O)n(C)c(=O)n2C
 : i | 0.092 | 51
- CCCCNS(=O)(=O)CCNC(=O)c1ccccc1
 : i | 0.098 | 66
- COc1ccc(-c2ccc(=O)n(CCNC(=O)NCc3ccccc3)n2)cc1OC
 : i | 0.092 | 51
- Cn1c(=O)[nH]c(=O)c2c1nc(Br)n2CCCSc1nc2ccccc2o1
 : i | 0.039 | 50
- COc1cc(-c2noc(Cn3cnc4c(nnn4-c4cccc(Cl)c4)c3=O)n2)cc(OC)c1OC
 : i | 0.12 | 74
- O=C(CSc1nc2c(c(=O)[nH]1)CN(Cc1ccccc1)CC2)Nc1ccc2c(c1)OCO2
 : i | 0.093 | 58
- O=C(Nc1ccc(Cl)cc1Cl)N1CCN(c2ccc(-c3ccco3)nn2)CC1
 : i | 0.077 | 45
- COC(=O)c1sccc1S(=O)(=O)N1CCN(c2cccc(C)c2)C(C)C1 (configuration not stated)
 : i | 0.039 | 48
- O=C(Nc1ccc(-c2ccc(N3CCOCC3)nn2)cc1)Nc1ccc2c(c1)OCO2
 : i | 0.067 | 56
- COc1ccc(C(=O)Nc2cc3c4c(c2)CCN4C(=O)CC3)cc1OC
 : i | 0.12 | 49
- CCCS(=O)(=O)NCCn1nc(-c2ccccn2)n(C)c1=O
 : i | 0.07 | 51
- CCOc1ccc(S(=O)(=O)NCC2CCN(C(=O)/C=C/c3ccco3)CC2)cc1F
 : i | 0.089 | 47
- COc1nn(C)cc1-c1nnc(SCC(=O)Nc2ccc(C)c(Cl)c2)n1C
 : i | 0.098 | 57
- COc1ccc(CC(=O)Nc2cc(C3CC3)nn2-c2nc(C)cc(=O)[nH]2)cc1
 : i | 0.13 | 59
- COc1cccc(C(CNC(=O)c2cccs2)N2CCOCC2)c1 (configuration not stated)
 : i | 0.019 | 38
- Cc1ccc2c(CC(=O)NCc3ccco3)cc(=O)oc2c1
 : i | 0.081 | 54
- C=CCn1c(N2CCN(c3ccc(OC)cc3)CC2)nc2c1c(=O)[nH]c(=O)n2C
 : i | 0.063 | 55
- Cc1cc(=O)[nH]c(-n2nc(C3CC3)cc2NC(=O)c2ccccc2Cl)n1
 : i | 0.14 | 64
- O=C(c1ccco1)N1CCN(c2nccn2-c2cccc(Cl)c2)CC1
 : i | 0.021 | 26
- COc1ccc2c(=O)c(Oc3ccc(C(=O)NCc4cccnc4)cc3)c(C)oc2c1
 : i | 0.085 | 51
- COc1ccc(S(=O)(=O)N2CCCCC2CC(=O)NCCc2ccc(Cl)cc2)cc1 (configuration not stated)
 : i | 0.045 | 81
- COCCNC(=O)Cn1nc2c(c1NC(=O)c1ccc(C)c(C)c1)CSC2
 : i | 0.088 | 65
- CCOc1ccc(-c2noc(-c3cc(-c4ccco4)n[nH]3)n2)cc1
 : i | 0.086 | 47
- O=C(Cc1ccc(NC(=O)c2cccs2)cc1)NCc1cccs1
 : i | 0.079 | 59
- Nc1nc(SCC(=O)Nc2ccccc2)ncc1S(=O)(=O)c1ccc(Cl)s1
 : + | 0.14* | 31*
- CCc1cnc2c(c1N1CCC(O)CC1)c(=O)n(C)c(=O)n2C
 : i | 0.084 | 57

Carrying on.
Each structure is followed by: GluA2 TARP mod | GluA2 TARP mod agonism max-min | GluA2 TARP mod glutamate slope
- COC(=O)C12CC3CC(CC(NC(=O)C4CCC4)(C3)C1)C2
 : i | 0.1 | 52
- O=C(COc1ccc2c(c1)OCO2)N1CCN(c2ccc(-c3ccncc3)nn2)CC1
 : i | 0.079 | 55
- COc1ccc(-c2cc(N3CCC(C(=O)NCc4ccco4)CC3)ncn2)cc1
 : i | 0.2 | 51
- NC(=O)C1Cc2ccccc2N1C(=O)c1cccc(Br)c1 (configuration not stated)
 : i | 0.1 | 55
- NS(=O)(=O)c1ccc(NC(=O)CC2=NS(=O)(=O)c3ccccc3N2)cc1
 : i | 0.12 | 59
- Cn1nc(-c2cccc(NC(=O)C3c4ccccc4Oc4ccccc43)c2)ccc1=O
 : i | 0.04 | 54
- COc1ccc(CC(=O)NCCOc2ccc3nnc(-c4ccccc4)n3n2)cc1OC
 : i | 0.059 | 64
- Cc1cc([N+](=O)[O-])ccc1NC(=O)c1ccc(=O)n(Cc2cccc(C(F)(F)F)c2)c1
 : + | 0.14* | 49*
- O=C(NCCCN1CCOCC1)C(=O)Nc1ccc2c(c1)OCO2
 : i | 0.048 | 40
- O=C(Nc1nnc(-c2ccc(Br)s2)o1)c1cc2ccccc2o1
 : i | 0.11 | 44
- CCC(CC)C(=O)N1CCN(c2ccc(-c3ccccc3)nn2)CC1
 : i | 0.045 | 62
- COc1cccc(NC(=O)N2CCC(c3nn(C)c(=O)n3-c3ccccc3)CC2)c1OC
 : i | 0.089 | 45
- O=S(=O)(NCC#CCN1CCc2ccccc2C1)c1ccc(Cl)s1
 : i | 0.073 | 64
- CS(=O)(=O)c1ccc(Nc2nc(CC(=O)NCc3ccccc3Cl)cs2)cc1
 : i | 0.1 | 62
- c1nc(N2CCN(Cc3ccc4c(c3)OCO4)CC2)c2c3c(sc2n1)CCCC3
 : i | 0.091 | 69
- CCN(CC)C(=O)CSc1ncc(CO)n1Cc1ccccc1
 : i | 0.062 | 70
- Cc1ncc([N+](=O)[O-])n1CCOC(=O)c1ccc(F)cc1
 : i | 0.11 | 71
- O=C(CCc1csc(NC(=O)c2cccs2)n1)NCC1CCCCC1
 : i | 0.14 | 63
- COc1ccc(C)c2sc(N(CCN3CCOCC3)C(=O)c3cc(C)ccc3C)nc12
 : i | 0.11 | 83
- O=C(Cc1ccc(NS(=O)(=O)C2CC2)cc1)NCC(F)(F)F
 : i | 0.054 | 31
- O=C(Cc1ccc(F)cc1)NNC(=O)c1cccn(Cc2ccc(Cl)c(Cl)c2)c1=O
 : i | 0.11 | 32
- Cc1ccc2sc(N(CCN3CCOCC3)C(=O)CSc3ccccc3)nc2c1C
 : i | 0.13 | 57
- O=C(c1cnn2c(C(F)F)cc(-c3ccccc3)nc12)N1CCCC1
 : i | 0.031 | 57
- CCCNC(=O)C(=O)NCC1COC2(CCCCC2)O1 (configuration not stated)
 : i | 0.089 | 62
- COC(=O)COc1ccc2c(c1)O/C(=C\c1ccc(OC)c(OC)c1)C2=O
 : i | 0.086 | 63
- O=C(Cc1cc(-c2ccc(Cl)cc2)on1)Nc1ccc2c(c1)OCCO2
 : i | 0.086 | 44
- CN(C)C(=O)c1ccc(-n2nc(C(F)(F)F)c3c2CCCC3)cc1
 : i | 0.064 | 78
- COc1cc2cc(CNc3ccccc3)c(=O)n(CC(=O)Nc3ccc(C)c(Cl)c3)c2cc1OC
 : i | 0.1 | 61
- CCCOc1cn(-c2ccc(F)cc2)nc1C(=O)N1CCC(C(=O)OCC)CC1
 : i | 0.073 | 66
- CSCCC(C)(O)CNC(=O)c1ccc(F)c(F)c1 (configuration not stated)
 : i | 0.076 | 59
- CC(C)OCCCN1COc2ccc3c(=O)c(-c4ccc(Cl)cc4)coc3c2C1
 : i | 0.095 | 57
- O=C(Cc1noc2ccccc12)Nc1cccc(-c2csc(-c3ccccc3)n2)c1
 : i | 0.1 | 54
- CCCCN(C1CCS(=O)(=O)C1)S(=O)(=O)c1ccc(OC)c(C)c1 (configuration not stated)
 : i | 0.11 | 61
- COc1cccc(OCC(=O)Nc2ccc(N3CCCCC3=O)cc2)c1
 : i | 0.076 | 41
- COc1ccccc1CCNC(=O)CCc1csc(NC(=O)c2cccs2)n1
 : i | 0.13 | 71
- Cc1cc(C)n(CC(=O)Nc2ccccc2F)c(=O)c1-c1nc(-c2ccc(Cl)cc2)no1
 : i | 0.12 | 57
- COCC(C)(O)CNC(=O)c1ccc2c(c1)OCO2 (configuration not stated)
 : i | 0.13 | 56
- COc1ccc(-c2cc3c(=O)[nH]nc(SCc4cccc(Cl)c4)n3n2)cc1OC
 : i | 0.15 | 52
- O=C(NCc1n[nH]c(=O)c2ccccc12)C1(c2cccs2)CCCC1
 : i | 0.091 | 52
- COC(=O)c1ccc(C(=O)NCC2CCN(C(=O)c3ccccc3F)CC2)cc1
 : i | 0.045 | 63
- COc1ccc(NC(=O)CN(Cc2ccc(Cl)cc2)S(=O)(=O)c2cccnc2)cc1
 : i | 0.17 | 44
- O=C(/C=C/c1ccccc1)Nc1cccc2cnccc12
 : i | 0.15 | 55
- O=C(Cc1ccccc1Cl)N1CCN(C(=O)c2cnn3ccccc23)CC1
 : i | 0.09 | 58
- Cn1nc2c3c(cccc3c1=O)-c1ccccc1-2
 : + | 0.14* | 63*
- O=C(NCC(O)C1CCCCC1)c1cccc(Cl)c1 (configuration not stated)
 : i | 0.079 | 44
- CC(=O)Nc1ccc(NC(=O)CSc2nc(=O)n(CC3CCCO3)c3c2CCC3)cc1 (configuration not stated)
 : i | 0.076 | 38
- Cc1nn2c(C(C)(C)C)cc(C(=O)O)nc2c1-c1ccccc1
 : i | 0.13 | 51
- COc1cn(CC(=O)Nc2ccc(F)cc2F)c(CSc2nc(C)cc(C)n2)cc1=O
 : i | 0.069 | 50
- Cc1ccc(S(=O)(=O)N(Cc2ccc(Cl)cc2Cl)C(=O)N2CCN(C)CC2)cc1
 : i | 0.074 | 36
